Screens: PubChem BioAssay, several laboratories
S1P4 antagonist: blocks the human S1P4 receptor | AID 1510 | 0.26% of 220,000 active | inhibition, % at 4.98 µM | S1P4-expressing cells, antagonist mode, reporter read-out; in the data active means inhibition above about 29%;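 further: 0% = wells stimulated with agonist and 100% = vehicle wells without agonist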
Runt-CBFb FRET: Runt domain-CBFb interaction inhibition; Q01196+Q13951; Cerulean-Runt/Venus-CBFb FRET ratio 530/480, 1 h; inhibition, % at 20 µM; 0.46% of 220,000 active; AID 1496;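 active means inhibition over about 50% at 20 µM in the single-dose screen, limit read from the data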;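 further: 0% = DMSO wells and 100% = excess unlabeled CBFb competitor control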
Target sequence (Q01196 whole entry, looked up, the tested form may be a part): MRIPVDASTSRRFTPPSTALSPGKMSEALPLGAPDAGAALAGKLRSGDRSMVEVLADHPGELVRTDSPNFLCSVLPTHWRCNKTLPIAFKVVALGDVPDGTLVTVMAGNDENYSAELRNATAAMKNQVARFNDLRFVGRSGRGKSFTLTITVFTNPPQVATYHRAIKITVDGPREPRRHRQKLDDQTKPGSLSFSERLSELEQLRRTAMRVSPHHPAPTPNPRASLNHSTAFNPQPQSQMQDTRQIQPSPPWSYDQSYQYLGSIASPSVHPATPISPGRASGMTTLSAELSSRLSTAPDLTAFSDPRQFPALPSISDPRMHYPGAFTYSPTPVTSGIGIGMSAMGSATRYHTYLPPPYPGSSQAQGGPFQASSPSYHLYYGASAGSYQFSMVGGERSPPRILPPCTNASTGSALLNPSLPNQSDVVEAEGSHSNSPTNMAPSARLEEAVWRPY
Target sequence (Q13951 whole entry, looked up, the tested form may be a part): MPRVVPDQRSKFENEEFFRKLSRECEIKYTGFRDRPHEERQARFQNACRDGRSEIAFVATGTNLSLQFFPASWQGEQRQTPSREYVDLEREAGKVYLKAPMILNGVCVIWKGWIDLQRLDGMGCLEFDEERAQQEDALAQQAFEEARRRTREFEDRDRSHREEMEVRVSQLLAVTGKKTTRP
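Buffer or medium: Tris pH 7.5 buffer with BSA. Assay system: Cerulean-labeled Runt domain protein. Amount: each fluorescent fusion protein 100 nM. Read-out basis: loss of energy transfer signal. Incubation: 1 h compound exposure, room temperature. Probe or stimulus: Venus-CBFb binding partner, 100 nM. Detection: FRET, excitation 422 nm, emission at 530 and 480 nm.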
NPY1 pot ag: potentiates or activates human NPY-Y1 receptor. AID 1304. 0.37% of 220,000 active. activation, % at 3.6 µM. NPY-Y1 expressing cells, potentiator/agonist activation. P25929; in the data active means activation above about 33%, passing the limit was not always enough;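 further: cells stimulated with NPY at EC10 then isoproterenol at EC100; 0% = low agonist plus stimulus and 100% = saturating agonist plus stimulus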
RBBP9 inhibitor: blocks human serine hydrolase RBBP9; recombinant RBBP9, FP-Rh probe fluorescence polarization; O75884; inhibition, % at 7.94 µM; 0.2% of 220,000 active; AID 1515;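 active means inhibition above the campaign mean of all tested compounds plus 3 SD, cut at about 14% in these data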;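 further: plate controls were DMSO wells with RBBP9 for no effect and wells lacking RBBP9 protein for full effect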
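System: RBBP9 protein / Buffer or medium: Tris/NaCl buffer pH 8.0 with 0.1% Pluronic / Probe or stimulus: Serine-hydrolase probe FP-Rh, 375 nM pre-mixing / Dosing: 7.94 µM single dose, 0.794% DMSO / Times: enzyme-compound preincubation 30 min, then probe labeling 45 min, 25 °C / Technique: fluorescence polarization (mP), excitation 525 nm, emission 598 nm / Replication: singlicate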
S1P4 agonist: activates the human S1P4 receptor; 0.35% of 220,000 active; S1P4-expressing cell line, agonist reporter assay; activation, % at 4.98 µM; O95977; AID 1509; in the data active means activation above about 11%;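 further: 0% = DMSO vehicle and 100% = reference agonist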
NPY-Y2 PAM-ag: potentiators or agonists of human neuropeptide Y receptor Y2; P49146; cells expressing NPY-Y2, potentiator/agonist read-out; activation, % at 3.6 µM; 0.45% of 220,000 active; AID 1359; in the data active means activation above about 27%;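 further: cells stimulated with NPY near EC25 plus isoproterenol at EC100; 0% = vehicle plus submaximal agonist and 100% = vehicle plus saturating agonist; some results beyond the cut were filed as inactive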
Target sequence (P49146 whole entry, looked up): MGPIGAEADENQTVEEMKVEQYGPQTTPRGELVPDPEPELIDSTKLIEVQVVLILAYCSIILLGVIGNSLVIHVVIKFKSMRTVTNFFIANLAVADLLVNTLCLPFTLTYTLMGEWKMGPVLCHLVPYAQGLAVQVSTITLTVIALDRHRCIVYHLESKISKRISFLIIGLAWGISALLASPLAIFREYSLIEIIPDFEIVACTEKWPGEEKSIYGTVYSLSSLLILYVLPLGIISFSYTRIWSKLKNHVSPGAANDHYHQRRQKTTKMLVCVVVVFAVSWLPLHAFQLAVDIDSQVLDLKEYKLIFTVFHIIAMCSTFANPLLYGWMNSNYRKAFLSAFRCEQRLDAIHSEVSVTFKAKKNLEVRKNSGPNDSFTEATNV
Ba/F3 V617F tox: reduce viability of Ba/F3 cells dependent on JAK2V617F. Ba/F3 EpoR-JAK2V617F viability, ATP luminescence. inhibition, % at 5.6 µM. 1.1% of 220,000 active. AID 1446;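 active means inhibition above the campaign mean plus 3 SD over all tested compounds, cut at about 24% in these data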;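 further: cytokine-independent growth of Ba/F3 cells driven by EpoR plus mutant JAK2; 0% = DMSO-treated cells and 100% = JAK inhibitor I control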
BaF3 tox: reduces parental Ba/F3 cell viability, JAK2V617F counter-screen | inhibition, % at 5.6 µM | CellTiter-Glo ATP luminescence | 1.1% of 220,000 active;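 active means inhibition above a per-campaign cutoff, the mean inhibition of all tested compounds plus 3 SD, cut at about 27% in these data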;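 further: 0% = DMSO wells and 100% = JAK Inhibitor I control wells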
NPY-Y1 antag: antagonists of human neuropeptide Y receptor Y1. inhibition, % at 3.6 µM. P25929. HEK293-CNG Y1 cells, membrane potential fluorescence; NPY at EC95, then isoproterenol. 1% of 200,000 active. AID 1040;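 active means inhibition above the campaign mean inhibition of all tested compounds plus 3 SD, cut at about 20% in these data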;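 further: 0% = DMSO wells given NPY plus isoproterenol and 100% = isoproterenol alone without NPY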
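material = HEK293 cells with Y1 receptor plus CNG channel | also added = NPY 25 nM then isoproterenol 1 µM plus Ro 20-1724 25 µM | schedule = dye 3 h, compound 60 min room temperature, stimulation 45 min | measured by = membrane potential fluorescence | benchmarks = high control isoproterenol alone, low control NPY with isoproterenol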
The depositor's hits bear a star; . = no result given.

The first five compounds (preview)
Every second line gives: S1P4 antagonist, Runt-CBFb FRET, NPY1 pot ag, RBBP9 inhibitor, S1P4 agonist, NPY-Y2 PAM-ag, Ba/F3 V617F tox, BaF3 tox, NPY-Y1 antag
O=C(CN1C(=O)C2C3C=CC(C3)C2C1=O)Nc1nncs1 (configuration not stated)
  -12, 2, -17, 2, 1.9, -12, 4, 10, -4
CCOC(=O)CCNCC1COc2ccccc2O1 (configuration not stated)
  -20, 2, -5, -5, 1.9, -13, 4, 6, 5
CCCCCCC(=O)Nc1ccc(Br)cn1
  1, 2, -25, -9, -0.9, 1, 2, 1, .
CC(=O)c1cccc(NC(=O)c2ccc(OC3CSC3)cc2)c1
  1, ., 0, 3, -2.0, -10, 4, 9, -2
COC(=O)Cn1cc(/C=N/NC(=O)COc2cccc3cccnc23)c2ccccc21
  -10, -2, -1, -5, 0.2, 3, -2, 4, 2

The listing (from the top)
Every second line gives: S1P4 antagonist, Runt-CBFb FRET, NPY1 pot ag, RBBP9 inhibitor, S1P4 agonist, NPY-Y2 PAM-ag, Ba/F3 V617F tox, BaF3 tox, NPY-Y1 antag
O=C(CN1C(=O)C2C3C=CC(C3)C2C1=O)Nc1nncs1 (configuration not stated)
  -12, 2, -17, 2, 1.9, -12, 4, 10, -4
CCOC(=O)CCNCC1COc2ccccc2O1 (configuration not stated)
  -20, 2, -5, -5, 1.9, -13, 4, 6, 5
CCCCCCC(=O)Nc1ccc(Br)cn1
  1, 2, -25, -9, -0.9, 1, 2, 1, .
CC(=O)c1cccc(NC(=O)c2ccc(OC3CSC3)cc2)c1
  1, ., 0, 3, -2.0, -10, 4, 9, -2
COC(=O)Cn1cc(/C=N/NC(=O)COc2cccc3cccnc23)c2ccccc21
  -10, -2, -1, -5, 0.2, 3, -2, 4, 2
COCCCNC(=O)CC(C)c1ccccc1 (configuration not stated)
  5, -2, -23, -1, -0.7, 0, 3, 8, 9
O=C(C(=O)N1CC=C(c2ccccc2)CC1)c1c[nH]c2ccccc12
  -3, -5, 0, -4, 0.1, -5, 1, 6, 0
OCC(CO)(CO)NCc1ccc(-c2ccccc2)cc1
  -11, 1, 2, 1, -0.5, 1, -4, 4, 12
c1ccc(-c2nc(Sc3ncnc4c3cnn4-c3ccccc3)n[nH]2)cc1
  3, 0, -51, -15, -0.9, -33, 3, 5, 26*
Cc1ccc(OCCCC(=O)Nc2nc3ccccc3[nH]2)cc1
  -8, -1, -16, -9, -1.2, -18, 3, 3, 6
C[C@@H](O)C1NC(=O)[C@H](CCCCN)NC(=O)c2cc([N+](=O)[O-])cc(I)c2OCC[C@@H](C(N)=O)NC1=O (some centres not stated)
  1, 0, -25, -9, 1.4, 10, 0, 8, -1
O=C(NCc1ccccc1F)Nc1ccc([N+](=O)[O-])cc1
  -16, -2, 7, -1, 0.2, -11, -3, 1, -5
Cc1cccc(NNC(N)=S)c1
  -20, 9, 4, 1, 0.5, -1, -2, 1, 0
CCN(CC)C(=O)CSc1nc2c(sc(=S)n2-c2ccccc2)c(=O)n1Cc1ccco1
  -8, 13, 21, -4, -0.7, -6, 2, 9, 11
CCOC(=O)CN(C(=O)CSc1nnc(-c2ccncc2)n1CCCOC)c1ccccc1
  -1, -2, -10, -6, 1.0, -14, 2, 9, -6
O=C(Cn1ccc2ccccc2c1=O)NCCC(=O)Nc1ccc2c(c1)OCCO2
  -7, 2, 11, -6, 1.6, 13, -1, -1, 7
O=C(CN1C(=O)NC(c2ccccc2)(c2ccccc2)C1=O)Nc1ccc2[nH]c(=O)[nH]c2c1
  3, 0, 15, -4, 1.4, 7, -1, 0, .
Cc1ccc(NC(=O)NC(=O)CSc2nnnn2C)c(C)c1
  -1, -1, -5, 7, 0.4, -4, -5, -1, -8
CN1CCc2c(sc(/N=C/c3cc(C(C)(C)C)ccc3O)c2C#N)C1
  -1, 14, -3, 8, 2.4, -19, 2, 4, .
O=C1c2ccccc2C(=O)N1Cc1cc(-c2ccccc2Cl)no1
  -12, -3, -4, 2, -0.6, -7, -1, 3, 9
Cc1c(-c2nc(-c3ccncc3)no2)cccc1[N+](=O)[O-]
  -16, 2, -13, -3, 0.2, -11, -2, 4, .
COc1ccc(N(CC(=O)NC2CCCCC2)C(=O)CNC(=O)c2ccco2)c(OC)c1
  -19, -1, -18, -10, 1.1, 2, -1, 1, 2
CCCCN1Cc2cc(C(=O)c3cc(OC)ccc3O)cnc2NC1=O
  -6, 2, -6, -11, 0.1, 2, -4, 0, 1
CCN(CC)S(=O)(=O)c1cccc(C(=O)OCC(=O)NC(C)c2ccccc2)c1 (configuration not stated)
  -16, -3, -10, -4, 0.8, 3, 3, 7, -3
CCCCn1c(=N)n(CC(=O)O)c2ccccc21
  -12, 3, -1, 1, -0.5, -2, -1, 4, 0
CCCSC1=C(C#N)C(c2ccc(OC)cc2)C2=C(CC(C)(C)CC2=O)N1 (configuration not stated)
  -24, 3, -5, -2, 0.7, 17, -1, 1, 3
COc1ccc(S(=O)(=O)Nc2ccc(S(=O)(=O)N3CCCCC3)cc2)cc1OC
  -23, 0, 1, 5, -2.3, 11, -2, 3, -6
NC(=O)C[n+]1ccc(/C=N/O)cc1
  -14, 1, 14, -5, -0.2, 13, -3, 3, -2
COc1ccc(NC(=O)Cc2c(F)c(F)c(F)c(F)c2F)cc1OC
  -2, 2, -21, -7, 0.3, -4, 4, 1, .
C/C(=N\NC(=O)C1CC1)c1ccc(N2CCOCC2)cc1
  -12, -1, -2, -6, -1.9, -8, 2, 3, 0
COc1ccc(C(=O)N2CCN(c3cccc(Cl)c3)CC2)c(OC)c1
  -4, 0, -14, -1, 0.1, -7, 1, 8, -2
COc1ccc(/C=C(\NC(=O)/C=C/c2ccco2)C(=O)NCCc2nc3ccccc3[nH]2)cc1
  -2, 10, 16, 4, -1.2, 7, -7, 1, 2
CC(=O)c1cccc(NC(=O)COC(=O)c2ccc3c(c2)OCCO3)c1
  -7, 1, -7, 1, 0.7, 3, -1, 3, 1
CCCNC(=O)c1cc(-c2ccc(OC)cc2)n(CCCOC)c1C
  11, 0, 13, -6, 0.4, 0, 2, -1, -2
O=C(COc1ccccc1)NCC(=O)N/N=C/C=C/c1ccccc1
  -20, -2, -14, -1, 1.5, 5, -4, 2, -4
OC(COCc1ccc(Cl)cc1)CN1CCN(CC(O)COCc2ccc(Cl)cc2)CC1 (configuration not stated)
  9, 2, -6, -5, -3.4, 14, 0, 9, 0
Cc1cc(N=Cc2c(O)n(-c3cccc(C(F)(F)F)c3)c(=O)c3ccccc23)no1
  -15, 10, 7, 1, 0.0, -2, 2, 5, -2
O=C(c1ccccc1)c1ccc2nc(-c3ccc(NC(=O)c4ccccc4F)cc3)[nH]c2c1
  -10, -3, 20, -1, 0.4, 18, -2, 4, -5
Cc1nnsc1C(=O)NNc1ccc(Cl)cc1
  -9, 0, 3, -6, 1.2, 9, -4, 2, .
CC(C)OC(=O)c1c2nc3ccccc3nc2n2c1[nH]c(=O)c1ccccc12
  -10, 17, 12, -5, 1.4, -1, -1, 1, -5
C/C(=N\N(c1ccccc1)c1ccccc1)c1ccco1
  -4, 0, -9, 5, -0.3, 16, 1, 5, -6
CCc1nnc(NC(=O)CSc2nnc(Cc3ccccc3)n2-c2ccc(OC)cc2)s1
  -19, 0, -3, -10, 1.6, 1, -1, 2, 0
C=CCn1c(CNC(=O)c2ccco2)nnc1SCC(=O)c1ccc(OC)cc1
  -3, 0, 8, -9, -0.7, -7, 0, 10, 0
COc1ccc(S(=O)(=O)N2CCC(C(N)=O)CC2)c2ccccc12
  10, 2, -1, -1, -2.3, 6, -1, 5, 1
O=C(O)CCNC(=O)/C(=C/C=C/c1ccccc1)NC(=O)c1ccccc1
  -2, -1, 16, -10, -0.5, -5, -3, 1, 0
COC(=O)C1CCN(C(=O)COC(=O)CCc2nc3ccccc3c(=O)[nH]2)CC1
  7, -1, -2, -10, 3.6, -2, 3, 6, 4
CCc1ccccc1S(=O)(=O)Cc1ccc(C(=O)N2CCN(c3ccccn3)CC2)o1
  -37, 2, 0, -1, 1.4, 10, -3, 2, -1
CCOC(=O)Cc1csc(NC(=O)Cc2ccc(C)cc2)n1
  -20, -1, 8, -3, 1.6, 9, -1, 3, -3
CC(=O)NC(Cc1ccccc1)c1ccc2c(c1)OCCCO2 (configuration not stated)
  -14, -1, -7, 1, 0.4, 16, 1, 6, 0
CCc1ccccc1NC(=O)c1cccc(NC(=O)/C=C/c2ccco2)c1
  12, -5, -16, -10, -1.5, -18, 1, 25, 16
CCCCN=CC1=C(O)CC(c2ccccc2)CC1=O (configuration not stated)
  -25, 0, -24, -5, 2.2, -4, 4, 5, 1
O=C(NC(=S)Nc1ccc(N2CCOCC2)cc1)c1ccc(Cl)cc1
  -9, 2, 7, -6, 1.9, 6, 1, 6, 6
CN1CCN(C(=O)CSc2ccc(Cl)cc2)CC1
  3, ., 8, -2, 1.6, -1, -4, 1, -1
COc1ccc(-n2c(SCC(=O)Nc3cc(C)on3)nc3c([nH]c4ccccc43)c2=O)cc1
  -1, 0, -6, -12, -0.2, -18, 2, 0, -3
CN(CC(=O)NCCN1CCN(c2ccccc2)CC1)S(=O)(=O)c1ccc2c(c1)CCC(=O)N2
  0, 4, -16, 4, 1.7, 4, 0, 6, 1
O=C(c1ccccc1[N+](=O)[O-])N1CCC(Cc2ccccc2)CC1
  -3, 2, -2, 2, -5.3, 10, -3, 1, -13
Cc1ccc(C(=O)Nc2ccccc2C(=O)NC2CCCCC2)cc1S(=O)(=O)N1CCOCC1
  -14, -2, 2, -12, 1.9, -13, 3, 1, 0
O=C(Nc1nc(-c2ccncc2)cs1)C1COc2ccccc2O1 (configuration not stated)
  -5, 41, -26, -3, -5.2, -30, 7, 2, 3
COc1cc(-c2nnc(SCC(=O)N(C)C3CCS(=O)(=O)C3)o2)cc(OC)c1OC (configuration not stated)
  -5, 2, 9, -8, 0.6, 6, -2, -2, -5

3 entries out of the list, arranged by number of heavy atoms, rising:
Every second line gives: S1P4 antagonist, Runt-CBFb FRET, NPY1 pot ag, RBBP9 inhibitor, S1P4 agonist, NPY-Y2 PAM-ag, Ba/F3 V617F tox, BaF3 tox, NPY-Y1 antag
COc1ccc(S(=O)(=O)N2CCC(C(N)=O)CC2)c2ccccc12
  10, 2, -1, -1, -2.3, 6, -1, 5, 1
C=CCn1c(CNC(=O)c2ccco2)nnc1SCC(=O)c1ccc(OC)cc1
  -3, 0, 8, -9, -0.7, -7, 0, 10, 0
O=C(c1ccccc1)c1ccc2nc(-c3ccc(NC(=O)c4ccccc4F)cc3)[nH]c2c1
  -10, -3, 20, -1, 0.4, 18, -2, 4, -5
